NSD2 inh: NSD2 (human) methyltransferase inhibition; O96028; NSD2 peptide methylation, AlphaScreen, 120 min; inhibition, % at 12.5 µM; hit rate 0.54% among 310,000; AID 743445; in the data active = inhibition above about 50%
SR-BI HDL uptake: inhibitors of mouse SR-BI mediated HDL lipid uptake | inhibition, % at 12.5 µM | hit rate 0.96% among 320,000 | ldlA[mSR-BI] CHO cells, DiI-HDL uptake fluorescence, 3 h | Q61009;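 active = mean replicate inhibition of at least 70% and a set share of replicates each scoring 70 or more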;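 also: 0% = median of neutral control wells and 100% = median of positive control wells; values of inactives mirror those of a sister screen read the other way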
DSG3 Ab inh: inhibitors of pemphigus antibody binding to human desmoglein-3; P32926; DSG3-coupled beads, scFv-anti-DSG3-GFP binding, flow cytometry; hits give low values; binding (percent of control), % at 10 µM; hit rate 0.48% among 310,000; AID 588358;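 active = binding more than 3 SD below its plate's average and above zero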;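 also: hits lower antibody fragment binding to DSG3; some compounds called inactive have numbers as strong as hits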
PKA-R2B activ: PKA-R2B complex activation. PKA-R2B holoenzyme dissociation, Cy5-IP20 fluorescence polarization; R2B truncated from residue 108, S112A mutant; 0% DMSO only, 100% 113 µM cGMP. activation, % at 11.4 µM. hit rate 0.079% among 340,000. AID 504700;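 active = activation above a cutoff set at the mean over all compounds plus 3 SD, cut at about 18% in these data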;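 also: higher means more holoenzyme dissociation and a rise in polarization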
Target sequence (P31323 whole entry, looked up, other chains not shown, the tested form may be a part): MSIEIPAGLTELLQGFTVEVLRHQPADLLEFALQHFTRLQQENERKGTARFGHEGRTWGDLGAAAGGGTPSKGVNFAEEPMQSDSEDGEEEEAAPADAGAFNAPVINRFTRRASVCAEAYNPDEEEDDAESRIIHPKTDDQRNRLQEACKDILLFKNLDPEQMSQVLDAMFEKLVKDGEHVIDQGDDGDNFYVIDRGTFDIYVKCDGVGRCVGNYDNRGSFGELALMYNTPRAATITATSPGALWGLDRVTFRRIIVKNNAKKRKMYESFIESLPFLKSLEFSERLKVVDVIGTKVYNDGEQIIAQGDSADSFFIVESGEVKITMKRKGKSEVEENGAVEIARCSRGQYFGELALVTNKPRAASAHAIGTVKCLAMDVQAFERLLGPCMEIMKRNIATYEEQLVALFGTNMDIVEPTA
MITF act: MITF TRPM1 promoter activation in melanoma cells; AID 588334; activation, % at 12.5 µM; hit rate 0.75% among 300,000; SK-MEL-5 TRPM1-promoter luciferase, 24 h; % of positive control, neutral wells = 0;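 active = mean activation of at least 80% with every replicate also reaching 80%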;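 also: 0% = neutral control wells and 100% = parthenolide positive control wells; values of inactives mirror those of a sister screen read the other way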
SR-BI uptake up: SR-BI HDL lipid transfer activation | CHO ldlA[mSR-BI] cells, DiI-HDL uptake fluorescence, 3 h; 100 = double the neutral-control signal | activation, % at 12.5 µM | hit rate 0.096% among 320,000 | AID 504775;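 active = mean replicate activation of at least 60% and every replicate at or above 60%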;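 also: 0% = median plate neutral-control signal and 100% = twice that signal; values of inactives mirror those of a sister screen read the other way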
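Test system: SR-BI-overexpressing, LDLR-lacking CHO cells; Also added: labelled HDL, 10 µg/mL; Measured by: bottom-read cell fluorescence after medium removal, ex 550/em 595 nm; Timing: 3 h uptake period with compound, 37 °C; Buffer or medium: F12, 0.5% BSA, 25 mM HEPES; Doses: single compound concentration, delivered by pin transfer.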
PKA-R1A activ: activators of PKA-R1A complex | PKA-R1A dissociation, Cy5-IP20 fluorescence polarization; scaled: DMSO 0%, 113 µM cGMP 100% | hit rate 0.083% among 340,000 | activation, % at 11.4 µM;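 active = percent activation above the mean of all tested compounds plus 3 SD, cut at about 19% in these data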;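 also: higher means more PKAc released from R1A so a rise in polarization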
dFosB activator: activators of mouse delta FosB homodimer; activation, % at 25 µM; P13346; hit rate 0.99% among 340,000; purified delta FosB, TAMRA-CDK5 oligo fluorescence polarization; percent of positive-control signal above neutral wells;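 active = mean activation above about 17%, with every replicate also reaching it, limit read from the data, passing the limit was not always enough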;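 also: fluorescence polarization rise as delta FosB binds a TAMRA Cdk5 AP-1 oligo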
SUMO Mot1 rescue: inhibitors of SUMOylation pathway: yeast Mot1-301 growth rescue | S. cerevisiae Mot1-301 growth rescue, ATP luminescence, 38.5C; percent above DMSO median, 100 means doubled | growth rescue, % at 18.8 µM | hit rate 1% among 320,000;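 active = every valid replicate shows activation above 250% relative to neutral control wells; inactive = the rest, any valid replicate at or below 250%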;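 also: OY570 slx delta 5 strain wells were the positive control but not used for scaling; some compounds called inactive have numbers as strong as hits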
Arrestin-AP2 inh: blocks beta-arrestin peptide binding to AP2 adaptin; FITC-arrestin peptide / GST-AP2 beads, flow cytometry; AP2 beta2 appendage carries R879A mutation; hit rate 0.31% among 340,000; inhibition, % at 10 µM; AID 504490;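 active = inhibition above a set limit, near 3 SD of compounds lacking own fluorescence, cut at about 54% in these data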;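 also: plate controls were DMSO wells for no effect and 5 µM unlabelled arrestin peptide for full effect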
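Material – GST-tagged AP2 beta2-adaptin appendage (R879A) on 4 µm glutathione beads · Probe or stimulus – fluorescein-tagged arrestin peptide at 50 nM final · Timing – 12 min plus 1 h, RT · Detection – bead flow cytometry, FITC channel · Read-out basis – inhibition as reduced fluorescein signal on beads, percent · Medium – PBS plus Tween 20 (0.05%) and BSA (0.1%)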
CDK5 p35 inh: inhibitors of human CDK5/p35 kinase; hit rate 0.01% among 330,000; inhibition, % at 10 µM; Recombinant CDK5/p35, ADP-Glo luminescence, 60 min; Q00535+Q15078; AID 488839;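 active = highest replicate inhibition of at least 50% and at least 75% of replicates reaching 50%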;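 also: plate controls were DMSO neutral control for no effect and GW8510 at 10 µM for full effect; many of its hits are not listed in these tables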
Target sequence (Q00535 whole entry, looked up): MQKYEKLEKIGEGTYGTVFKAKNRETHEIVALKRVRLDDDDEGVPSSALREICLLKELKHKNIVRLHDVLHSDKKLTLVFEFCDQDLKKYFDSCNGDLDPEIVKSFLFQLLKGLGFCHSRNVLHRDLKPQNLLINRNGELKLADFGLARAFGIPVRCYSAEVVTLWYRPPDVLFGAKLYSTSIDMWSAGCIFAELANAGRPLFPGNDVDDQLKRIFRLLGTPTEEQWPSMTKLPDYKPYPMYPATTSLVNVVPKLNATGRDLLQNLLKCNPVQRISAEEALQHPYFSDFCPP
Target sequence (Q15078 whole entry, looked up): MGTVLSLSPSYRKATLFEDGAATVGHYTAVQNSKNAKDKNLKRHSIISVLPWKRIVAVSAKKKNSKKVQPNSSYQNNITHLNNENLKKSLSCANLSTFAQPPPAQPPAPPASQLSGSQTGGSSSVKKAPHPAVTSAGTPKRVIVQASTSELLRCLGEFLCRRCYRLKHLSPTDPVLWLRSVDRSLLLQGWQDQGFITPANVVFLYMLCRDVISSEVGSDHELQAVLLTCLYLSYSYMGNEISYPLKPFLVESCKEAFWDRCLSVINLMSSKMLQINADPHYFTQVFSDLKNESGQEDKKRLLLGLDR
Numbers without * were called inactive; . = not tested or not shown. This is a random part of the collection; overall some 4.7% were active at least once.

entry	molecule	MITF act	SUMO Mot1 rescue	NSD2 inh	PKA-R1A activ	PKA-R2B activ	dFosB activator	DSG3 Ab inh	CDK5 p35 inh	SR-BI uptake up	SR-BI HDL uptake	Arrestin-AP2 inh
1	O=c1c(C(c2ccccc2)c2c(O)nc3n(c2=O)CCS3)c(O)nc2n1CCS2	-4	18	26	3	0	5	91	0.8	4	-4	18
2	CC(C)(C)C(=O)NCCN1CCN(C(=O)C(C)(C)C)CC1	.	-8	.	-3	3	2	100	-2.0	24	-24	-4
3	CC(C)n1c(NCc2cc(Cl)ccc2O)nc2ccccc21	.	-7	.	4	2	-3	100	-1.9	-48	48	6
4	C/C(=N/NC(=O)CNC(=O)CCc1ccccc1)c1ccc(Cl)c(Cl)c1	5	43	0	-2	-7	3	108	-3.1	-35	35	7
5	Cc1cc(OCC(=O)Nc2ccc3c(c2)OCCO3)ccc1Cl	18	33	-9	1	6	-5	99	-1.8	9	-9	32
6	Cc1ccc(-n2c(SCC(=O)N3CCOCC3)nnc2-c2ccncc2)cc1	-3	27	7	0	-5	-5	104	1.3	11	-11	0
7	COC(=O)C1C(=O)C2=C(CC1C)NC(C)=C(C(=O)OCCOc1ccccc1)C2c1ccc(C)o1 (centres undefined)	.	-8	3	-14	0	-18	.	-0.5	-38	38	0
8	COc1ccc(C(=O)NCC(=O)N=Nc2c(O)n(C)c3ccccc23)cc1OC	-1	-12	-1	-3	6	2	90	-0.3	-23	23	6
9	O=C1CCC(c2ccccc2)(C2CCN(Cc3ccccc3)CC2)C(=O)N1 (centres undefined)	0	8	.	4	13	5	100	1.1	13	-13	10
10	COc1cccc(C(=O)N2CCN(C(=O)c3ccc(-c4ccccc4)cc3)CC2)c1OC	-9	61	0	-2	11	-6	104	-1.3	-24	24	28
11	CCCCN(CCCC)S(=O)(=O)c1ccc2[nH]c(=O)[nH]c2c1	-1	1	-1	-9	-9	-5	101	-2.7	3	-3	6
12	Cc1ccccc1C(=O)N1CCCC(CCC(=O)N2CCN(c3ccccn3)CC2)C1 (centres undefined)	2	4	-2	-7	1	-4	103	0.0	0	0	16
13	NC(=O)COc1ccc(=O)n(-c2ccccc2)n1	12	-3	.	-24	1	-8	104	-6.9	-7	7	2
14	C=CCn1c(=O)c(CCC(=O)Nc2ccc(N3CCOCC3)cc2)nc2cc(C(F)(F)F)ccc21	-8	13	-4	-1	4	-9	.	-0.9	-42	42	-8
15	COC(=O)C1=C(CN2CCSCC2)NC(=O)NC1c1cc(C)ccc1C (centres undefined)	.	-12	1	-4	-7	2	114	1.2	-12	12	0
16	CC1=[N+](CC(=O)NC(C)(C)C)CCc2ccccc21	-4	-9	-3	-13	3	-4	98	-0.6	2	-2	-9
17	CCc1ccc(CNC(=O)C2CCCN(c3nn4c(=O)cc(C)nc4s3)C2)cc1 (centres undefined)	.	-6	.	-11	-8	4	105	0.1	21	-21	-14
18	CCOC(=O)Nc1nnc(-c2ccc(OC)c(OC)c2)s1	.	8	0	-5	-13	2	99	0.9	-15	15	21
19	Cc1cc(C(F)(F)F)c2c(=O)[nH]c(=O)n(Cc3ccccc3)c2n1	-8	-7	0	1	-8	-3	99	0.4	26	-26	0
20	CC(C)(C)c1ccc(C(=O)NC(=S)Nn2cnnc2)cc1	11	-1	1	-4	-7	2	107	-0.1	-3	3	-14
21	O=C(c1cc(-c2cccs2)on1)N1CCOCC1	66	-8	-1	-13	-8	6	100	-0.9	5	-5	-2
22	Cc1onc(-c2ccccc2)c1C(=O)Nc1nnc(COc2ccc(Cl)cc2)s1	-2	-22	.	-6	-13	-12	.	-0.5	5	-5	.
23	O=C(NC1CCCCC1)C1CCN(S(=O)(=O)c2cccc3nsnc23)CC1	-5	-6	1	4	-11	8	104	4.5	30	-30	2
24	O=C(O)C(Cc1ccccc1)n1cccc1 (centres undefined)	-2	3	3	1	-1	3	101	-1.1	5	-5	-10
25	O=S(=O)(NCc1ccccc1Cl)c1cnc[nH]1	-10	-4	0	0	0	-4	90	0.7	6	-6	1

3 compounds already listed, sorted by count of non-hydrogen atoms, smallest number first:
entry	molecule	MITF act	SUMO Mot1 rescue	NSD2 inh	PKA-R1A activ	PKA-R2B activ	dFosB activator	DSG3 Ab inh	CDK5 p35 inh	SR-BI uptake up	SR-BI HDL uptake	Arrestin-AP2 inh
18	CCOC(=O)Nc1nnc(-c2ccc(OC)c(OC)c2)s1	.	8	0	-5	-13	2	99	0.9	-15	15	21
19	Cc1cc(C(F)(F)F)c2c(=O)[nH]c(=O)n(Cc3ccccc3)c2n1	-8	-7	0	1	-8	-3	99	0.4	26	-26	0
10	COc1cccc(C(=O)N2CCN(C(=O)c3ccc(-c4ccccc4)cc3)CC2)c1OC	-9	61	0	-2	11	-6	104	-1.3	-24	24	28

Record cards (already shown). Screens in order: MITF act	SUMO Mot1 rescue	NSD2 inh	PKA-R1A activ	PKA-R2B activ	dFosB activator	DSG3 Ab inh	CDK5 p35 inh	SR-BI uptake up	SR-BI HDL uptake	Arrestin-AP2 inh
Listed for O=C(c1cc(-c2cccs2)on1)N1CCOCC1 = 66	-8	-1	-13	-8	6	100	-0.9	5	-5	-2
Listed for COC(=O)C1C(=O)C2=C(CC1C)NC(C)=C(C(=O)OCCOc1ccccc1)C2c1ccc(C)o1 (centres undefined) = .	-8	3	-14	0	-18	.	-0.5	-38	38	0

Next entries.
entry	molecule	MITF act	SUMO Mot1 rescue	NSD2 inh	PKA-R1A activ	PKA-R2B activ	dFosB activator	DSG3 Ab inh	CDK5 p35 inh	SR-BI uptake up	SR-BI HDL uptake	Arrestin-AP2 inh
26	CCOc1cc(C(c2c(C)[nH][nH]c2=O)c2c(C)[nH][nH]c2=O)ccc1OCc1ccc([N+](=O)[O-])cc1	-10	-23	8	-5	-4	-9	111	-9.5	-8	8	-6
27	Cc1cc2ccccc2n1CCNC(=O)C1CC1	.	-3	.	0	10	-9	97	-2.0	8	-8	5
28	Cc1ccc(S(=O)(=O)Nc2ccc3[nH]c(=O)[nH]c3c2)c(C)c1	0	-6	1	0	0	1	103	3.7	-18	18	31
29	COc1ccccc1N(CCC#N)C(=O)CSc1nnc2ccccn12	2	9	2	-4	6	3	.	1.1	22	-22	29
30	CCC1(C)Cc2ccccc2C(=S)N1 (centres undefined)	-10	9	-5	-14	-7	0	92	-2.0	24	-24	0
31	Cc1ccc(S(=O)(=O)N2CCC(=O)N(C(COCc3cccc(C(F)(F)F)c3)C(C)C)CC2)cc1 (centres undefined)	7	-26	.	-7	-5	3	102	-1.9	-11	12	12
32	CCOCCCNC(=O)C(NC(=O)CNC(=O)c1ccccc1)c1ccccc1 (centres undefined)	.	-1	-8	-7	4	-6	.	0.8	-9	9	27
33	CCN(CC)S(=O)(=O)c1cc(OC)ccc1N=Nc1ccc(O)c2ncccc12	-69	-20	4	0	0	-10	97	-0.3	-36	36	-7
34	O=C(Cn1cnc2ccccc2c1=O)N1CCc2ccccc2C1	18	498*	1	-3	-9	0	94	-1.0	9	-9	5
35	CC(=O)NCCc1nc2ccccc2n1CCCCOc1ccccc1	-8	2	2	-10	-11	-7	98	2.2	23	-23	4
36	Cc1ccc(CN2C(=O)C(C)Oc3ccccc32)cc1 (centres undefined)	-3	.	-4	-7	1	0	101	0.2	-24	24	-12
37	Cc1ccc(N(CC(=O)N2CCOCC2)S(C)(=O)=O)cc1	1	-12	-3	4	0	-8	97	0.1	-1	1	-8
38	O=C(OCC(=O)N1CCCCC1)c1cc(S(=O)(=O)N2CCOCC2)c(Cl)cc1Cl	-14	18	-3	-5	4	8	91	-1.4	-50	50	-6
39	O=C(NCc1cccc(Br)c1)C1CC(c2cc(C(F)(F)F)cc(C(F)(F)F)c2)=NO1 (centres undefined)	-11	-10	.	-2	0	7	100	-0.7	14	-14	29
40	O=C(C(NS(=O)(=O)c1cccs1)c1ccccc1)N1CCN(c2ccccc2)CC1 (centres undefined)	-8	8	2	-9	-5	-5	115	-1.5	6	-6	9
41	Cc1ccc2nc(C)cc(C(=O)NC3CCCCCC3)c2c1	-8	11	1	-8	-8	14	97	-1.7	-1	1	49
42	COC(=O)[C@]1(Cc2ccccc2)N[C@H](c2ccc(-c3cc(C(C)=O)cs3)cc2)[C@@H]2C(=O)N(C)C(=O)[C@@H]21	-2	-10	.	-3	0	4	.	0.2	-7	7	8
43	COc1ccc(S(=O)(=O)Cc2ccc(C(=O)NCc3cccs3)o2)cc1	-4	462*	.	2	0	0	107	0.9	22	-22	-6

By substructure, the compounds so far containing an aryl thioether with sulfur outside any ring.
entry	molecule	MITF act	SUMO Mot1 rescue	NSD2 inh	PKA-R1A activ	PKA-R2B activ	dFosB activator	DSG3 Ab inh	CDK5 p35 inh	SR-BI uptake up	SR-BI HDL uptake	Arrestin-AP2 inh
6	Cc1ccc(-n2c(SCC(=O)N3CCOCC3)nnc2-c2ccncc2)cc1	-3	27	7	0	-5	-5	104	1.3	11	-11	0
29	COc1ccccc1N(CCC#N)C(=O)CSc1nnc2ccccn12	2	9	2	-4	6	3	.	1.1	22	-22	29

Screening results: PubChem BioAssay, several laboratories
